NFkB transloc inh: inhibitors of IL-1B driven NFkB p65 nuclear import, primary screen, imaging, HUVEC, IL-1B stimulus, high-content imaging | hit rate 0.43% among 94,000 | inhibition, % at 2 µM | AID 796, 2007 | HUVEC IL-1B NFkB p65 nuclear translocation imaging;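 active means inhibition above about 30% together with a positive call from visual inspection of the well image, limit read from the data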;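 further: nuclear over cytoplasmic p65 intensity ratio measured by imaging; 0% = IL-1B stimulated DMSO wells and 100% = unstimulated DMSO wells; values of inactives mirror those of a sister screen read the other way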
Bcl-B TR3 displacers: displacers of TR3 peptide from Bcl-B, primary screen, selectivity assay for Bfl-1 inhibitor project, biochemical, fluorescence polarization. hit rate 0.11% among 96,000. FP displacement of FITC-TR3 peptide from Bcl-B; higher % means a stronger effect. displacement, % at 20 µM; hits with a dose series show IC50 in µM. Bcl-2-like protein 10 (Homo sapiens). AID 748, 2007;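 active means displacement above 50% at 20 µM plus a fluorescence interference ratio under 1.5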;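 further: plate controls were wells without compound for no effect and wells lacking Bcl-B protein for full effect; a part of the inactive calls stands beside numbers as strong as those of hits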
IL1B NFkB pot: enhancers of NFkB p65 translocation in HUVEC – imaging, IL-1B stimulus, high-content imaging, primary screen. hit rate 0.3% among 94,000. activation, % at 2 µM. HUVEC IL-1B NFkB p65 nuclear translocation imaging;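 active means activation above 40%, about the mean plus 3 SD, also judged a hit on visual image review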;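 further: percent activation is computed from the nuclear over cytoplasmic p65 intensity ratio; values of inactives mirror those of a sister screen read the other way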
PLAP inhibition: PLAP enzyme inhibitors, biochemical, luminescence, HTS (AID 690). one-dose inhibition, % at 20 µM; IC50 in µM for titrated hits. hit rate 0.08% among 96,000. purified PLAP, luminescent substrate; higher % means a stronger effect. Alkaline phosphatase, placental type (Homo sapiens); in the data active means a potency from the dose series; inactive means the rest, 99 in 100 with inhibition below about 30%; further: strong numbers were not always called active
MRP reversal: reversal of MRP1-mediated doxorubicin resistance, primary screen, H69AR cells, doxorubicin co-treatment | H69AR cells + 2 uM doxorubicin, CellTiter-Glo, 72 h | differential viability (reversal), % at 10 µM | hit rate 0.04% among 85,000;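 active means viability drop by adding the cancer drug above about 55%, with treated viability meeting a 40% cutoff, limit read from the data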;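 further: viability without doxorubicin minus viability with 2 µM doxorubicin for each compound; larger differential means the compound sensitizes cells more to doxorubicin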
MRP reversal cytotoxicity: also measured in MRP reversal; calls as there; viability, %; H69AR cells, CellTiter-Glo, 72 h; measured here: cytotoxicity without doxorubicin
MRP reversal with doxorubicin: further read-out of MRP reversal, marked with its call; viability, %; measured here: viability with 2 uM doxorubicin; hits give low values
NFkB transloc inh cell count 2 µM: recorded beside NFkB transloc inh, whose call it bears; cell count; measured here: cells passing quality filter;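 raw number of nuclei counted in each imaged well without normalization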
IL1B NFkB pot cell count 2 µM: second read-out of IL1B NFkB pot, no call of its own (marks repeat the call); cell count; measured here: cells passing quality filter
Active calls of the source: *; · = not tested or not shown. The list is partial; count on the stated rates, not on these rows.

SMILES	NFkB transloc inh	NFkB transloc inh cell count 2 µM	Bcl-B TR3 displacers	IL1B NFkB pot	IL1B NFkB pot cell count 2 µM	PLAP inhibition	MRP reversal	MRP reversal cytotoxicity	MRP reversal with doxorubicin
NS(=O)(=O)c1ccc(CNC(=O)c2ccc(Br)o2)cc1	-23	200	-3%	23	200	-3%	-3	98	101
Cc1ccccc1C(=O)NC(NCC1CCCO1)C(Cl)(Cl)Cl (stereo not drawn)	-12	114	0%	12	114	3%	·	·	·
O=C(Nc1c(F)c(F)c(F)c(F)c1F)C1CCCCC1	·	·	0%	·	·	-16%	6	100	94
O=C(CN1C(=O)NC2(CCCCCC2)C1=O)c1ccc2c(c1)OCCO2	-3	80	1%	3	80	27%	-18	59	77
Cc1cc(C)n(CCc2nc(-c3cc4ccccc4o3)cs2)n1	-9	163	-18%	9	163	-29%	-10	77	87
N#Cc1ccccc1Sc1ccccc1C(=O)Nc1ccc(Br)cc1	-5	166	-1%	5	166	8%	·	·	·
CCOC(=O)/C(C#N)=C1/C=CN(C)C=N1	2	130	-6%	-2	130	-6%	9	106	96
CC(COc1cccc2ccccc12)CN1CCN(C)CC1 (stereo not drawn)	·	·	3%	·	·	-63%	15	66	51
COc1ccc(Cl)cc1NC(=O)C(C)Sc1nncn1C (stereo not drawn)	11	163	12%	-11	163	-6%	11	97	86
COc1ccc(C(=O)N(C(C)C)C(C)C)c(OC)c1	-14	108	4%	14	108	-22%	1	89	88
CN1C(=O)SC(Nc2ccccc2C(=O)O)C1=O (stereo not drawn)	·	·	0%	·	·	-3%	13	94	81
CCSc1nc(=S)n(CC)c(C)c1C(C)=O	8	164	-10%	-8	164	-22%	-9	92	102
Cc1cc(-n2c(C)cc(C(=O)CSc3nnc4sc5ccccc5n34)c2C)no1	0	167	-1%	0	167	-9%	-2	68	70
Cc1c(NC(=O)c2cnn3c(C(F)(F)F)cc(-c4ccco4)nc23)c(=O)n(-c2ccccc2)n1C	-15	161	13%	15	161	-38%	10	101	91
COC(=O)c1c(C(=O)OC)c(-c2ccccc2)n2c1CS(=O)(=O)C2	·	·	15%	·	·	0%	-2	88	90
NS(=O)(=O)c1ccc(NCc2ccccc2OCc2ccccc2F)cc1	2	123	5%	-2	123	28%	·	·	·
Cc1cc(Oc2ccccc2)nc(-c2ccccc2)n1	-16	119	-7%	16	119	-25%	·	·	·
O=C(CSc1ncn[nH]1)Nc1ccc(Cl)c(Cl)c1	·	·	-1%	·	·	-37%	-8	56	65
CCOC(=O)N1CCN(C(=O)c2ccc3c(c2)N(CC)CCS3)CC1	-9	183	5%	9	183	-32%	3	88	85
CC1CCCC(C)N1C(=O)CSc1nnc(C2CCCCC2)o1 (stereo not drawn)	·	·	17%	·	·	-80%	16	96	79
CC1=C/C(=C\c2ccc3c(c2)OCO3)C(=O)S1	-27	191	0%	27	191	16%	-4	68	72
CC(Nc1ccc(Br)cc1)C(=O)N/N=C/c1ccccc1OCc1ccccc1 (stereo not drawn)	12	142	-10%	-12	142	-41%	·	·	·
Cc1ccc2nc(SCC(=O)c3ccc(Cl)s3)[nH]c2c1	4	201	-12%	-4	201	11%	9	77	68
CCCNC(=O)c1c(N)n(-c2cccc(OC)c2)c2nc3ccccc3nc12	-14	175	1%	14	175	-19%	-22	72	94
CCOC(=S)N/C(=N\S(=O)(=O)c1ccccc1)c1ccccc1	-1	115	·	1	115	·	·	·	·
CC1(C)CC(=O)C2=C(C1)OC(N)=C(C#N)C2Cc1ccccc1 (stereo not drawn)	-9	113	-5%	9	113	-9%	35	53	17
Cc1oc2c(c1C(=O)Nc1cccc3ccccc13)CCCC2	-1	178	-29%	1	178	16%	-11	80	91
CCCCCCOC(=O)Cc1c(C)nc(-c2ccccc2)[nH]c1=O	2	161	-2%	-2	161	25%	2	90	87
Cc1ccc(C)c(OCc2nnc(NC(=O)c3ccco3)s2)c1	2	144	-8%	-2	144	-21%	5	100	95
CC(C)c1nnc(NC(=O)C2CCCN2S(=O)(=O)c2ccc(Cl)cc2)s1 (stereo not drawn)	8	90	1%	-8	90	-7%	-8	83	91
COC(=O)c1ccccc1NS(=O)(=O)c1ccc(O)c(C(=O)O)c1	·	·	-7%	·	·	-9%	·	·	·
CCCCCCCCC[n+]1cccc2c3ccccc3ccc21	12	78	6%	-12	78	-5%	·	·	·
COC(=O)c1cccc(S(=O)(=O)N(Cc2ccco2)Cc2cc3cc(OC)ccc3[nH]c2=O)c1	-7	172	-3%	7	172	-16%	-3	40	43
Cc1nc2c(c3c1[nH]c1ccccc13)C(=O)CC(C)(C)C2	-20	108	6%	20	108	-8%	·	·	·
COc1ccc(N2CCN(CCCNC(=O)CCCn3c(=O)[nH]c4ccsc4c3=O)CC2)cc1	-13	157	-8%	13	157	-12%	4	98	94
O=C(CN1CCN(Cc2ccccc2F)C1=O)NCCc1ccc(Cl)cc1	20	151	4%	-20	151	-36%	13	99	86
COc1ccc(-n2c(C)cc(C(=O)COc3ccc(-n4cnnn4)cc3)c2C)cc1	-11	99	0%	11	99	7%	4	99	94
O=C1c2ccccc2C(=O)N1CCCCSc1nnc(-c2ccc(OC(F)F)cc2)o1	2	116	-7%	-2	116	2%	13	88	75
Clc1ccc(CN(Cc2ccccc2)C(c2cccs2)c2nnnn2C2CCCC2)cc1 (stereo not drawn)	-3	77	-10%	3	77	-2%	13	80	68
O=C1/C(=C/c2ccccc2)CSc2sccc21	·	·	1%	·	·	25%	13	88	75
Cc1cc(NC(=O)COc2ccc3oc4ccccc4c3c2)no1	5	85	1%	-5	85	39%	13	103	90
O=C(Nc1ncnc2c1ncn2C1OC(COC(=O)c2ccccc2)C(F)C1O)c1ccccc1 (stereo not drawn)	-3	186	-4%	3	186	-62%	5	95	90
O=[N+]([O-])c1ccccc1OCCCCN1CCCCC1	2	128	-2%	-2	128	28%	·	·	·
CCN(CC)S(=O)(=O)c1cccc(-c2nnc(SCCCC(=O)c3ccccc3)o2)c1	-16	218	-5%	16	218	-26%	11	32	21
CCOc1ccc(N(CC(=O)N/N=C/c2cc([N+](=O)[O-])ccc2Cl)S(C)(=O)=O)cc1	-5	153	-2%	5	153	7%	·	·	·
CCOC(=O)C1C(=O)OC(C)(C)C1C(C)C(=O)c1ccc(OC)cc1 (stereo not drawn)	-6	83	-4%	6	83	-23%	-2	90	92
CCOCCCn1c(SCC(=O)NC(C)C)nc2ccccc2c1=O	7	118	-3%	-7	118	-56%	8	95	87
COc1ccc(C2(NC(C)=O)CCN(C(=O)c3ccco3)CC2)cc1	2	110	6%	-2	110	-11%	11	88	78

Single records (already shown).
`COc1ccc(C2(NC(C)=O)CCN(C(=O)c3ccco3)CC2)cc1` as listed: NFkB transloc inh = 2; NFkB transloc inh cell count 2 µM = 110; Bcl-B TR3 displacers = 6%; IL1B NFkB pot = -2; IL1B NFkB pot cell count 2 µM = 110; PLAP inhibition = -11%; MRP reversal = 11; MRP reversal cytotoxicity = 88; MRP reversal with doxorubicin = 78
`Clc1ccc(CN(Cc2ccccc2)C(c2cccs2)c2nnnn2C2CCCC2)cc1` (stereo not drawn) as listed: NFkB transloc inh = -3; NFkB transloc inh cell count 2 µM = 77; Bcl-B TR3 displacers = -10%; IL1B NFkB pot = 3; IL1B NFkB pot cell count 2 µM = 77; PLAP inhibition = -2%; MRP reversal = 13; MRP reversal cytotoxicity = 80; MRP reversal with doxorubicin = 68

Continuation.
SMILES	NFkB transloc inh	NFkB transloc inh cell count 2 µM	Bcl-B TR3 displacers	IL1B NFkB pot	IL1B NFkB pot cell count 2 µM	PLAP inhibition	MRP reversal	MRP reversal cytotoxicity	MRP reversal with doxorubicin
CC(=O)Nc1ccc(NS(=O)(=O)Cc2ccccc2)cc1	0	107	2%	0	107	8%	-9	99	107
COc1ccc(C)cc1NC(=O)COCC(=O)O	0	112	-2%	0	112	-4%	-4	101	105
Cc1cc(Cl)ccc1OCC(=O)Nc1nc(-c2cccs2)cs1	0	143	-7%	0	143	-5%	-4	96	100
CN(Cc1ccccc1)C(=O)CN(C1CCCCC1)S(C)(=O)=O	-19	118	-7%	19	118	-18%	10	95	85
CSc1ccccc1NS(=O)(=O)c1ccccc1	7	142	5%	-7	142	-9%	·	·	·
Cc1ccc(NC(=S)N2CCOCC2)c(C)c1	-14	169	24%	14	169	1%	·	·	·
Cc1nn(C)c(C)c1S(=O)(=O)N1CCCC(C(=O)NCCc2ccc(Cl)cc2)C1 (stereo not drawn)	·	·	-8%	·	·	-22%	4	87	83
O=C(NCCC(c1ccccc1)c1ccccc1)c1ccc(Br)o1	-3	58	5%	3	58	12%	4	82	78
CN1C(=O)c2cccc(NC(=O)CCc3ccccc3)c2C1=O	7	65	-7%	-7	65	-20%	11	97	86
CC(C)(C)c1nc2ccccc2c2nnc(SCC(=O)Nc3nccs3)n12	7	140	-1%	-7	140	16%	·	·	·
N#Cc1nc(-c2ccco2)oc1NCCCN1CCOCC1	-2	183	5%	2	183	0%	21	100	79
CCc1cc(=O)oc2c(C)c(O)c(CN(C)C)cc12	4	69	-3%	-4	69	-24%	-14	87	101
CC1(C)CC(=O)C2=C(C1)OC(N)=C(C#N)C2c1cccc(OC(=O)c2ccco2)c1 (stereo not drawn)	-12	131	3%	12	131	-15%	13	81	69
CCCOc1ccc(C(O)C(CN2CCOCC2)c2ccccc2)cc1 (stereo not drawn)	-1	160	13%	1	160	-25%	19	102	82
C=C(C)COc1ccc(-c2[nH]ncc2-c2ccccc2)c(O)c1	-3	168	7%	3	168	-70%	-18	39	57
CCn1cc(C(=O)NC2CCCCCC2)c2cc(OC)c(OC)cc2c1=O	·	·	1%	·	·	-55%	-1	72	73
CCCC1S/C(=N/N=C/c2ccc(C)cc2)N(Cc2ccc(OC)cc2)C1=O (stereo not drawn)	7	147	1%	-7	147	6%	3	91	88
CC1CCCN(c2nc3ccccc3nc2C(C#N)C(=O)OC2CCCCC2)C1 (stereo not drawn)	8	126	-5%	-8	126	-17%	7	97	90
Cc1cc(C)n2nc(SCc3nnc(SCc4ccccc4)s3)nc2n1	·	·	-4%	·	·	-20%	·	·	·
O=C(Nc1ccc2c(c1)C(=O)N(CC1CCCO1)C2=O)c1ccc(Cl)c(Cl)c1 (stereo not drawn)	25	195	9%	-25	195	-4%	13	74	62
CCC(C)NC(=O)CSC1=Nc2ccccc2C2=NC(c3ccccc3)C(=O)N12 (stereo not drawn)	-32	187	-1%	32	187	12%	2	88	86
CN(C)c1ccc(-c2nnn(CC(=O)N3c4ccccc4CCc4ccccc43)n2)cc1	8	99	-24%	-8	99	-67%	-10	39	49
O=C(CN(C(=O)c1ccc(Cl)cc1)N1C(=O)C2CCCCC2C1=O)c1ccc(Cl)cc1 (stereo not drawn)	0	190	-5%	0	190	8%	-12	76	88
Nc1nc(CSc2nnnn2-c2ccc(Cl)cc2)nc(N2CCOCC2)n1	0	161	4%	0	161	-5%	3	82	79
CCOc1cc2[nH]c(=S)n(CCN3CCC(C)CC3)c(=O)c2cc1OCC	7	127	-2%	-7	127	-51%	4	58	55
CCOc1ccc(NC(=O)CSc2nnc(-c3ccccn3)n2C)cc1	6	188	0%	-6	188	11%	·	·	·
O=C(Nc1ccccc1)N(Cc1ccc(Cl)cc1)CC(O)C(F)(F)F (stereo not drawn)	-8	144	-2%	8	144	14%	·	·	·
CC1(C)NC(=O)N(CC(O)COc2cc3ccccc3cc2C(=O)N2CCCCC2)C1=O (stereo not drawn)	-5	124	-9%	5	124	·	15	96	81
COc1ccc(Cc2nnc(NC(=O)c3ccco3)s2)cc1	-2	150	0%	2	150	-4%	-7	78	85
CCOC(=O)c1ccccc1NC(=O)CSc1nnc(COc2ccccc2C)n1C	0	152	-19%	0	152	-46%	9	89	80
Cc1ccc(C)c(OCC(=O)Nc2ccc3c(c2)OCO3)c1	·	·	1%	·	·	-12%	24	101	77

Source: PubChem
